High-throughput results (PubChem)
PP1 counter – PP1-alpha (human) inhibition in PP5 counter-screen; P62136; purified PP1alpha, OMFP fluorescence; inhibition, % at 6.7 µM; actives 0.9% (n = 320,000); AID 2235;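 active means inhibition above the mean inhibition of all tested compounds plus 3 SD, computed separately for each screening campaign, cut at about 15% in these data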
Fh CTSL1 inh – cathepsin L1 inhibition, PFM18AAP counter-screen; inhibition, % at 5.96 µM; AID 1906; recombinant F. hepatica cathepsin L1, Z-Leu-Arg-MCA fluorescence; actives 0.49% (n = 300,000);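 active means inhibition above the mean of all tested compounds plus 3 SD, set per screening campaign, cut at about 17% in these data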;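 further: 0% = plate median of test compound wells and 100% = 1 µM Z-Phe-Ala-diazomethylketone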
EBNA-1 inhibitor – blocks EBNA-1 binding to DNA; EBNA-1 DNA binding, fluorescence polarization; inhibition, % at 14.8 µM; actives 0.34% (n = 300,000); in the data active means inhibition above about 28%
GASC-1 inh – human JMJD2C demethylase inhibition | GST-JMJD2C(1-420) H3K9me3 demethylation, DELFIA europium | AID 2099 | actives 0.069% (n = 330,000) | inhibition, % at 2.35 µM;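 active means more than half of a compound's replicate wells show inhibition beyond 50%, single wells judged on their own value; inconclusive means some, but no more than half, of replicates pass 50% inhibition; inactive means no replicate passes 50% inhibition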;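 further: signal counts dimethyl H3K9 product captured on neutravidin plate; 0% = median of DMSO wells and 100% = 0.3 times that DMSO median; strong numbers were not always called active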
ZTA counter – ZTA (EBV) inhibition in EBNA-1 counter-screen; P03206; ZTA-DNA binding, fluorescence polarization; inhibition, % at 11 µM; actives 0.15% (n = 320,000); in the data active means inhibition above about 33%
Target sequence (P03206 whole entry, looked up): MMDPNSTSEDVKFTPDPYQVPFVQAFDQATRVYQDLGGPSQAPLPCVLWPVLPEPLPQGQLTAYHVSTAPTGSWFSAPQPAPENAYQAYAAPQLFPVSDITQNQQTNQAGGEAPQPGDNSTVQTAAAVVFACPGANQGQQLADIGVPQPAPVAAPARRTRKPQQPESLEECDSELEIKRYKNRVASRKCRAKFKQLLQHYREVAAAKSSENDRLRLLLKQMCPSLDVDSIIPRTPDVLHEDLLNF
core dimer inh – blocks dimerization of HCV core protein; TR-FRET GST/Flag-core106 dimerization, 1536-well; inhibition, % at 5 µM; actives 0.33% (n = 300,000);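 active means inhibition above the mean of all tested compounds plus 3 SD, set per screening campaign, cut at about 45% in these data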
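test system = GST/Flag-tagged HCV core106 proteins | probe or stimulus = Eu donor and XL665 acceptor anti-tag antibodies | times = compound-protein-antibody incubation 4 h at 22.5 °C | signal = TR-FRET, excitation 340 nm, emission 617 and 671 nm | measure = percent inhibition of core106 dimerization signal | controls = wells lacking GST-core106 and wells with excess unlabelled core106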
Yeast superoxide – lowers age-related superoxide in aged yeast cells; S. cerevisiae aged cells, superoxide DHE fluorescence; hits give low values; superoxide response (% of plate mean), % at 10 µM; actives 0.18% (n = 330,000);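 active means superoxide response under a set limit, about three screen SD below normal, cut at about 65% in these data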;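 further: yeast aged for seven days with compound at 30 °C before DHE staining; 100% = average MFI of all compound-treated wells on the plate with controls excluded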
TPT1 inh – inhibitors of Candida albicans tRNA 2'-phosphotransferase TPT1. recombinant caTPT1, FP RNA substrate dephosphorylation. inhibition, % at 5 µM. actives 0.81% (n = 300,000). AID 1962;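 active means inhibition above the mean of all tested compounds plus 3 SD, set per screening campaign, cut at about 24% in these data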;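 further: plate controls were DMSO alone for no effect and ferristatin control at 100 nM for full effect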
PP5 primary – inhibitors of human protein phosphatase 5 (PP5); purified PP5c, OMFP substrate fluorescence; inhibition, % at 6.7 µM; actives 0.18% (n = 320,000); P53041;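 active means inhibition above the campaign's mean inhibition across all tested compounds plus 3 SD, cut at about 9.5% in these data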;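 further: 0% = DMSO only and 100% = 100 µM cantharidin control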
Target sequence (P53041 whole entry, looked up): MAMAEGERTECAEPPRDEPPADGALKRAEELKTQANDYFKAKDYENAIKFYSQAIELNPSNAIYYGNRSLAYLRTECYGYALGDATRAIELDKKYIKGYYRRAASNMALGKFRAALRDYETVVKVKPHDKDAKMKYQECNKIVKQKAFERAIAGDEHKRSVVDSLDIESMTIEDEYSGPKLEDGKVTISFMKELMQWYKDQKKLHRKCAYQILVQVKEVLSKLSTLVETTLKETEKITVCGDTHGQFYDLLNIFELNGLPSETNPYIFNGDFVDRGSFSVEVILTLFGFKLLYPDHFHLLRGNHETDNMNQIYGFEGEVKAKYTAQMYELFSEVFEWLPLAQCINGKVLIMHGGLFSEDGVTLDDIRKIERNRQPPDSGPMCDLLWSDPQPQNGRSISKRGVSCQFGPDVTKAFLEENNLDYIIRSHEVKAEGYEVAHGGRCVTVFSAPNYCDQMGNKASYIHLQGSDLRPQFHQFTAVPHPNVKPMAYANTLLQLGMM
The depositor's hits bear a star; ? = inconclusive; . = not tested or not shown.

Under each structure: GASC-1 inh, EBNA-1 inhibitor, ZTA counter, PP5 primary, Fh CTSL1 inh, PP1 counter, Yeast superoxide, TPT1 inh, core dimer inh
> CCCCn1c(N)c(N(CC(C)C)C(=O)c2c(CC)noc2C)c(=O)[nH]c1=O
  3, 2, -1, -1.1, -4, -7, 107, 0, 0
> COC(=O)CNC(=O)C1CC(=O)N(CCc2ccc(F)cc2)C1 (configuration not stated)
  15, -1, -11, 0.8, 0, 1, 101, 0, -6
> O=C(CC(O)(c1ccccc1)C(F)(F)C(F)F)c1cccs1 (configuration not stated)
  ., -5, 5, 1.1, -1, 2, 115, 0, 0
> COc1cc(NC(=O)c2cccc([N+](=O)[O-])c2)ccc1NC(=O)c1cc2ccccc2o1
  6, 6, -6, -0.9, 1, 2, 95, 2, 0
> Cc1ccc(Nc2cnn(C34CC5CC(CC(CC(=O)O)(C5)C3)C4)c(=O)c2Cl)cc1C
  -1, 13, 4, 1.2, 5, 0, 91, 1, 0
> O=C(Nc1ccccc1N1CCCC1)c1cccnc1
  -6, 1, -19, 2.7, 0, -4, 105, 3, 2
> COc1cc(C(=O)NCC2CCCO2)cc(Br)c1OCc1ccccc1 (configuration not stated)
  -1, ., 13, 0.4, ., -3, 96, ., .
> CCNc1nc(C(=O)O)nc(N2CCOCC2)n1
  -3, -6, 4, 0.8, -3, 0, 89, -3, -4
> CCn1cc(C(=O)NC(=S)Nc2sc3c(c2C(=O)OC)CCCCCC3)cn1
  4, 2, 0, 2.4, 0, 4, 99, 6, -5
> C=CCn1c(SCC(=O)O)nnc1-c1cccs1
  2, -4, -17, 1.1, -1, 0, 102, 1, -8
> Cc1ccc(CNC(=O)CCNS(=O)(=O)c2ccc3c(c2)c(=O)n(C)c(=O)n3C)cc1
  -4, 1, -3, 2.4, -5, -3, 99, 0, -3
> CCOC(=O)Cc1csc(N(C)C)n1
  -3, -4, 10, -2.2, -7, -2, 135, 1, -6
> Cc1ccccc1OCC(=O)NN1CCN(C)CC1
  4, 12, 8, -0.8, 0, 3, 93, -2, -2
> CC(=O)NC(CC(=O)N1CCN(C(C)=O)CC1)c1ccccc1 (configuration not stated)
  -21, -2, -2, -1.3, 3, -3, 87, 2, -11
> CCN(CC)S(=O)(=O)c1ccc(Cl)c(NC(=O)COc2ccccc2[N+](=O)[O-])c1
  -7, 10, -2, -0.8, 1, 0, 96, 0, 4
> COC(=O)c1nn(-c2ccc(OC)cc2)c(=O)cc1NN
  -1, -3, -7, 0.4, 3, 2, 89, -4, 14
> CC(=O)c1sc(NC(=O)CS(=O)(=O)c2ccccc2)nc1-c1ccccc1
  -1, 4, -12, 0.1, 1, -3, 109, -4, 6
> Cc1oc(C(C)(C)C)cc1C(=O)N1CCN(c2ccc(C(F)(F)F)cn2)CC1
  -13, 15, 9, 1.2, 0, 2, 107, -2, 4
> CC(C)C(NC(=O)c1cccnc1)C(=O)O (configuration not stated)
  -7, -2, 8, 2.8, 7, -1, 94, 1, 6
> CC1(C)CC2CC(C)(CN2C(=O)c2ccc([N+](=O)[O-])cc2[N+](=O)[O-])C1 (configuration not stated)
  -6, 7, 16, -1.9, 7, -3, 141, 0, 2
> CCOC(=O)CSc1nnc2cc(C)c3ccccc3n12
  -20, -7, -16, 1.9, 2, 0, 93, 2, -9
> CCNC(=O)NC(=O)CSc1ccc(S(=O)(=O)N2CCCCC2)cn1
  4, ., -13, 0.1, ., -1, 117, ., .
> CCOc1ccc(NC(=O)COC(=O)c2cc(S(=O)(=O)N3CCCC3)ccc2C)cc1
  0, ., -11, 1.0, ., 6, 81, ., .
> Nc1nc(Nc2ccc(Cl)cc2)nc(NCCO)c1[N+](=O)[O-]
  5, -1, 0, -1.2, 3, -3, 105, 1, 3
> O=C(c1cc(=O)c2ccccc2o1)N1CCN(c2ccccc2)CC1
  6, 1, 9, -3.7, -4, 2, 104, -2, -1
> O=C(Cn1nc(Cc2cccnc2)c2ccccc2c1=O)N1CCN(c2ccccn2)CC1
  7, -7, -10, 2.0, -3, -6, 102, -1, 3
> O=C(Nc1c2c(nn1-c1cccc(Cl)c1)CS(=O)(=O)C2)c1ccco1
  3, -8, 0, 0.1, 1, 2, 92, 0, -3
> CC1(C(=O)O)CCC(C(N)=O)C1(C)C (configuration not stated)
  -20, -7, 2, -0.4, -2, -1, 102, 0, -3
> CCS(=O)(=O)N1Cc2ccccc2CC1C(=O)N(C)CC(=O)Nc1cccc(F)c1 (configuration not stated)
  1, 4, 10, 1.9, 2, -3, 85, 3, 1
> CCOC(=O)C1CCCN(C(=O)/C=C/c2cc(OC)c(OC)c(OC)c2)C1 (configuration not stated)
  113, -7, -15, 3.3, -2, 4, 112, -2, -11
> CC(C)Cn1c(-c2ccc(C#N)cc2)nc2c1c(=O)[nH]c(=O)n2CC(C)C
  11, 1, -4, -1.1, 2, -2, 92, -4, 3
> Cc1cc(C)cc(OCC(=O)NNC(=O)c2cc3ccccc3o2)c1
  0, 9, 4, 0.5, -6, -5, 113, 0, 4
> FC(F)(F)c1ccc(N2CCOCC2)c(Nc2nc3ccccc3n3cnnc23)c1
  -6, 2, -10, 3.5, 1, 2, 113, 0, 8
> COC(=O)c1cccc(NS(=O)(=O)c2ccc(NC(C)=O)cc2)c1C
  -5, 11, -9, -0.9, -4, -3, 103, -2, -5
> O=C(CNC(=O)c1cccc(F)c1)OCC(=O)N1CCCc2ccccc21
  -9, -2, 3, -4.7, 20*, 0, 100, -2, -5
> CN1CCN(c2ccc(NC(=O)c3ccc(-c4ccccc4F)o3)cc2)CC1
  1, ., 9, 1.9, ., -3, 94, ., .
> COc1ccc(C2C(C(=O)c3cccs3)=C(O)C(=O)N2c2cccc(C)n2)cc1 (configuration not stated)
  -6, 9, -11, 2.1, 3, 12, 75, -4, 2
> COc1cc(Cl)c(S(=O)(=O)N2CCCC2)cc1Cl
  1, 9, 11, -0.5, -1, -1, 87, 1, 4
> CCC1(COC(=O)Nc2cccc(Cl)c2)COC1
  -5, -25, -3, -0.9, 7, -1, 105, 0, -3
> COc1ccc(C2c3[nH]c4ccccc4c3CCN2CCCn2cccn2)cc1C (configuration not stated)
  -15, 7, 7, 2.3, 2, 3, 90, -1, 0
> CCn1cnc2c(NCCc3cccnc3)nc(C#N)nc21
  7, ., 14, -2.2, ., -2, 114, ., .
> COc1ccc2[nH]c(=O)c(-c3nnn(-c4ccc(Cl)c(Cl)c4)n3)cc2c1
  7, -10, 8, 3.8, 3, 9, 97, 1, 6
> O=C1CCCc2cc(S(=O)(=O)N3CCC(C(=O)NCc4ccccc4)CC3)ccc2N1
  -3, -1, 5, -4.0, -2, 1, 85, 2, 4
> COc1ccc(C(=O)N2CCOC2CNC(=O)C(=O)NCCc2ccc(OC)c(OC)c2)cc1 (configuration not stated)
  2, 3, -1, 3.2, 0, -2, 116, -1, 0
> Clc1ccc(-c2nnc(SCc3nc4ccccc4[nH]3)o2)c(Cl)c1
  10, 10, 10, 1.8, -3, -1, 102, -3, 7
> O=C(NCc1ccccc1)c1ccc(CN(c2ccccn2)S(=O)(=O)c2ccccc2)cc1
  9, -22, -4, -1.8, -8, -9, 97, -1, 1
> CCOC(=O)c1c(C)[nH]c(=S)c(C#N)c1-c1ccc(OC)cc1
  ?, -6, -8, 2.6, -1, -4, 105, 0, 17
> Cc1ccc(NC(=O)CC2C(=O)NCCN2C(=S)Nc2ccccc2)c(C)c1 (configuration not stated)
  3, -4, 4, 1.5, -6, -1, 96, 1, 1
> CCn1c(C)nc2cc(C(=O)NNC(=S)Nc3ccc(C)cc3)ccc21
  -3, 2, -13, 7.5, 4, 1, 98, -1, 0
> N=c1c2c3c(sc2nc2n1CCCCC2)CCCC3
  8, 7, -3, -1.1, 3, -2, 100, 2, -4
> O=C(COC(=O)COc1ccc(Cl)cc1Cl)Nc1cccnc1Cl
  -10, -6, -22, -1.5, -9, 1, 91, 2, -3
> CC1CCCCC12NC(=O)N(CC(=O)c1ccc3c(c1)OCO3)C2=O (configuration not stated)
  -1, 1, 3, -0.9, -2, -4, 99, 0, 1
> CN(NC1OC(=O)c2ccccc21)c1ncc(C(F)(F)F)cc1Cl (configuration not stated)
  13, -2, 9, 0.6, 4, -4, 89, -1, -2
> COc1ccc(N2CCN(CC(O)COc3ccc(C)cc3C)CC2)cc1 (configuration not stated)
  -8, -11, -12, 2.1, 0, 0, 97, 4, -7
> CC(O)(C#CCN1CCCCC1)c1ccccc1 (configuration not stated)
  0, 0, 2, 3.2, 1, 3, 81, 2, 1
> CC1CC(C(F)(F)C(F)(F)F)n2nc(C(=O)O)cc2N1 (configuration not stated)
  -4, 6, 11, -2.1, -4, 3, 104, -5, 6
> CC(C)CCNC(=O)NC(=O)COC(=O)/C=C/c1cnc2ccccc2n1
  17, -8, -1, 3.3, 0, -3, 87, 4, 6
> CCn1c(=O)c(C(=O)Nn2c(C)nc3ccccc3c2=O)c(O)c2ccccc21
  7, 0, 7, 1.3, 5, 6, 85, -1, 4
> COc1ccc(C=O)cc1OC(=O)N1CCOCC1
  0, 7, -7, 0.0, 0, -8, 109, -1, 5
> O=C(CN1C(=O)S/C(=C\c2ccc(F)cc2)C1=O)Nc1cccc(S(=O)(=O)NCc2ccco2)c1
  28, -9, 3, 3.6, -1, 2, 100, 3, 13

Quoted from the listing:
Value of N=c1c2c3c(sc2nc2n1CCCCC2)CCCC3 in GASC-1 inh: 8
Value of O=C(NCc1ccccc1)c1ccc(CN(c2ccccn2)S(=O)(=O)c2ccccc2)cc1 in PP5 primary: -1.8

(listing goes on)
Under each structure: GASC-1 inh, EBNA-1 inhibitor, ZTA counter, PP5 primary, Fh CTSL1 inh, PP1 counter, Yeast superoxide, TPT1 inh, core dimer inh
> Cc1ccc(C(=O)OCC(=O)NC(=O)c2cccn2C)cc1
  3, -5, -14, -0.3, -7, -5, 89, 0, 2
> COc1cc(/C=C/C(=O)O)cc(S(=O)(=O)NCCO)c1OC
  -5, 0, -4, 1.5, 0, 1, 94, 1, -6
> COc1ccc(OC)c(/C=N/NC(=O)CN2CCSCC2)c1
  -12, 8, 1, -2.1, 6, -4, 117, -1, -4
> N#CC1=C(N)Oc2c(ccc3ccccc23)C1c1cccs1 (configuration not stated)
  6, 5, 7, -2.3, 0, 2, 115, 7, 18
